# Bioassay records: PubChem, several laboratories
# M1 agonist: M1 muscarinic receptor agonism; CHO-M1 cells, Fluo-4 calcium fluorescence, agonist mode; active compounds read high; B-score at 10 µM; actives 3% (n = 64,000); AID 626;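 active = fluorescence rise, raw or as B-score row- and column-corrected plate score, outside the 99.7% band of its plate's samples, either direction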
# RORa activator: RORA (human) activation. actives 1.5% (n = 65,000). P35398. activation, % at 10 µM. CHO-K1 Gal4-RORA LBD luciferase reporter, luminescence; percent increase over mock-subtracted basal signal;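 active = activation above the mean of all tested compounds plus 3 SD, cut at about 49% in these data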;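 also: 0% = DMSO-treated RORA cells and 100% = added signal equal to DMSO minus mock-transfected cells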
# Target sequence (P35398 whole entry, looked up, the tested form may be a part): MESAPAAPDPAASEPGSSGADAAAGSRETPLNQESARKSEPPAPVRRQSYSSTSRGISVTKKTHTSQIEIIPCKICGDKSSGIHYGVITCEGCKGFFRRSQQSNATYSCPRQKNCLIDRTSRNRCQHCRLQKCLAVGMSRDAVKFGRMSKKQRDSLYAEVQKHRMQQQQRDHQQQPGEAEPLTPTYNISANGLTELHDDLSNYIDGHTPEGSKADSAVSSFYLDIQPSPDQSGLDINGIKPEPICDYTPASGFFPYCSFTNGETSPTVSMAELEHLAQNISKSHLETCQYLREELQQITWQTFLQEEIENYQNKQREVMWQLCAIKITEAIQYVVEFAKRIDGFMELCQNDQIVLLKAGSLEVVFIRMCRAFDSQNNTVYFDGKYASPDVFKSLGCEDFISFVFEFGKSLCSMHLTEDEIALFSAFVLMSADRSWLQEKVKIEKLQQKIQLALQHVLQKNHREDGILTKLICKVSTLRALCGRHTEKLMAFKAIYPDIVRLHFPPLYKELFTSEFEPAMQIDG
# Ec RNAP inh: blocks E. coli RNA polymerase transcription; P0A8V2; fluorescence transcription assay; inhibition, %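 (tested at 10 µM)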; actives 0.2% (n = 62,000); AID 559; in the data active = inhibition above about 20%;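 also: 0% = enzyme without compound and 100% = no enzyme blank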
# NADH coupling: inhibition of NAD/NADH coupling enzymes, library profiling; coupled PK/LDH NADH assays, four targets; IC50, µM (top dose mostly 10 µM), without a hit: at the highest dose inhibition; actives 0.02% (n = 65,000);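 active = single-dose screening hits from any of four coupled enzyme assays that gave an IC50 when retested across doses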;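 also: the DPM-DC format reads NADH fluorescence rather than 340 nm absorbance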
# SF-1 act: activates the human nuclear receptor SF-1; CHO-K1 Gal4-SF-1 LBD luciferase reporter; % increase over DMSO SF-1-specific signal; activation, % at 10 µM; actives 1.9% (n = 65,000); AID 522;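 active = activation above the mean activation of all tested compounds plus 3 SD, cut at about 50% in these data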
#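 Compound – one dose, 10 µM compound, 1% DMSO · Test system – transient Gal4-SF-1 LBD reporter, CHO-K1 · Input – 4,000 cells in each well · Read-out basis – percent activation relative to DMSO median and mock-transfected background · Replicates – single measurement per compound · Technique – steady-glow luciferase luminescence, read after 15 min reagent incubation · Timing – 20 h compound treatment, 37 °C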
# Autofluor 339: intrinsic fluorescence of library compounds, ex339/em460 – biochemical, MLSMR library, data from DPM-DC assay, artefact control, profiling panel; compound autofluorescence, ex339/em460 nm, NADH buffer; active compounds read high; 1 = no-compound wells, NADH background; fluorescence fold increase at 10 µM; actives 5.5% (n = 65,000);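 active = at 10 µM, mean starting fluorescence two-fold or more over control wells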;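 also: signal is the first read of a kinetic run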
# Ecoli tolC: blocks growth of E. coli BW25113 tolC mutant. OD615. growth inhibition, % at 10 µM (by protocol). actives 2.2% (n = 65,000);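 active = growth inhibition at or above a cutoff equal to the mean over every tested compound plus 3 SD, cut at about 60% in these data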;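 also: growth measured after 20 h incubation at 37 °C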
#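 Signal: optical density read at 615 nm; Assay system: E. coli ΔtolC::kan strain BW25113; Times: 20 h incubation with compound, 37 °C; Dosing: 10 µM final, single dose.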
# TNAP act mid DEA: human TNAP activation, intermediate phosphate acceptor; P05186; purified TNAP, CDP-star luminescence, 100 mM DEA, 30 min; active compounds read high; scale: 0 levamisole-inhibited, 1 vehicle-only enzyme; activation factor at 20 µM; 64,000 tested, under 10 active; AID 813;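 active = activation factor of at least 2 at 20 µM, relative to controls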
# Target sequence (P05186 whole entry, looked up): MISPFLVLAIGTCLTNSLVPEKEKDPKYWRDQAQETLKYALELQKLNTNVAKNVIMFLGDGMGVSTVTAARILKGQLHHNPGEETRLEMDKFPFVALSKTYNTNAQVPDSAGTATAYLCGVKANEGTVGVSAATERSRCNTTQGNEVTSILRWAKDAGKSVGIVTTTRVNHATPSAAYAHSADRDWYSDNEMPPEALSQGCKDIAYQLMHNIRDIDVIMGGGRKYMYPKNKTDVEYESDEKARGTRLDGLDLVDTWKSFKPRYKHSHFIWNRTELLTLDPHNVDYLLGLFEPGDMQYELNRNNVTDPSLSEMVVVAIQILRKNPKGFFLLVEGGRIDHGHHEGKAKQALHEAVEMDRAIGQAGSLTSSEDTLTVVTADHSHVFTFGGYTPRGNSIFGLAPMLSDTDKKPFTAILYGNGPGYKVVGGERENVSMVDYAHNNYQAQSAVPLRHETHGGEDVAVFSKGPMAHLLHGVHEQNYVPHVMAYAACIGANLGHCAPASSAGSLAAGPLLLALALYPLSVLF
# M1 antagonist: blocks the rat M1 muscarinic receptor response to acetylcholine; P08482; CHO-M1 cells, Fluo-4 calcium, ACh EC80 antagonist mode; active compounds read low; B-score at 10 µM; actives 3.4% (n = 64,000); AID 628;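 active = calcium fluorescence response, raw or row-and-column corrected B-score, differing from the plate sample mean either way at a set confidence level, mostly lower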
# * hit, by the source's call; x = not tested or not shown; [ ] = remark or other dose.
SMILES,M1 agonist,RORa activator,Ec RNAP inh,NADH coupling,SF-1 act,Autofluor 339,Ecoli tolC,TNAP act mid DEA,M1 antagonist
Cc1ccc(N)cc1CN1CCCC1=O,0.17,8,6,5%,-8,1,-31,0.9,0.31
COc1ccccc1NC(=O)CSc1nnc(C)o1,2.4*,-17,6,3%,8,1.1,-2,0.9,0.078
O=C1CCCC2=C1C(c1c(Cl)nc3sccn13)C1=C(CCCC1=O)N2,-0.58,9,2,3%,4,1.1,-13,1.1,0.25
COc1ccc(NC2=CC(=O)CC(C)(C)C2)cc1OC,0.0032,8,-1,7%,0,1,-12,0.9,-0.24
O=C(Nc1cccc(-c2cn3cccnc3n2)c1)c1ccco1,0.82,12,-18,6%[fluoresces],20,5.4*,-4,1,0.041
COCCn1nnnc1C(c1ccc2ncccc2c1)N1CCc2ccccc21 (stereo not drawn),x,0,4,3%,0,1.1,14,0.9,x
COC(=O)C1=C(C)NC(=O)CC1c1cc2c(cc1Br)OCO2 (stereo not drawn),-0.27,13,4,9%,0,1.1,7,0.9,-0.5
COCCn1c(=O)[nH]c2cc(C(=O)NCCN3CCN(c4ccccc4)CC3)ccc2c1=O,0.0096,2,3,2%,0,1.2,-17,0.9,1.1
CC(=O)Nc1ccc(S(=O)(=O)NCC2CCC(C(=O)N3CCN(c4ccccn4)CC3)CC2)cc1 (stereo not drawn),-0.39,-2,3,5%,-1,1.4,-1,0.9,-1.2
Clc1ccc2c(c1)[C@H]1OCC[C@H]1[C@@H](c1ccco1)N2,0.014,4,2,5%[fluoresces],24,2.3*,-2,0.9,0.16
COc1ccccc1C(=O)n1nc(-c2cccnc2)nc1N,-0.014,-18,6,13%,-3,1.1,-10,0.9,-0.6
Cc1ccc(C)c(N2CCN(C(=O)COc3cc(=O)n(C)c4ccccc34)CC2)c1,5.5*,-3,-6,4%,-14,1.1,12,1,0.46
CC(C)OC(=O)C(C#N)c1nc2ccccc2nc1N1CCN(Cc2ccccc2)CC1 (stereo not drawn),8.9,20,3,10%,-1,1.8,45,0.8,0.12
CCCC(CCC)C(=O)NCCN1CCOCC1,-0.1,-17,1,2%,10,1.1,-7,0.8,0.29
CCN(CC)C(=O)C(C)OC(=O)COc1ccc(Cl)cc1C (stereo not drawn),-0.37,19,8,3%,16,1.1,-4,0.9,1.9*

# Reformatted with bars between the fields: 2 of the compounds above.
molecule | M1 agonist | RORa activator | Ec RNAP inh | NADH coupling | SF-1 act | Autofluor 339 | Ecoli tolC | TNAP act mid DEA | M1 antagonist
COCCn1nnnc1C(c1ccc2ncccc2c1)N1CCc2ccccc21 (stereo not drawn) | x | 0 | 4 | 3% | 0 | 1.1 | 14 | 0.9 | x
CC(=O)Nc1ccc(S(=O)(=O)NCC2CCC(C(=O)N3CCN(c4ccccn4)CC3)CC2)cc1 (stereo not drawn) | -0.39 | -2 | 3 | 5% | -1 | 1.4 | -1 | 0.9 | -1.2

# More entries follow.
SMILES,M1 agonist,RORa activator,Ec RNAP inh,NADH coupling,SF-1 act,Autofluor 339,Ecoli tolC,TNAP act mid DEA,M1 antagonist
O=c1nc2s/c(=C\c3ccco3)c(=O)n2nc1Cc1ccc(F)cc1,0.26,13,6,5%,-20,1.1,-12,0.8,2.1
CCc1cc(C(=O)OC)c(NC(=O)c2cc(Br)cs2)s1,-0.05,3,9,0%,2,2.2*,-5,0.9,-0.12
CCNC(=O)CN(CCc1ccccc1)S(C)(=O)=O,-0.1,-10,0,5%,5,1.1,-12,0.9,-1.7
CC1CCN(C(=O)CSc2nnc(Cc3cc(=O)[nH]c(=O)[nH]3)n2-c2ccc(Cl)cc2)CC1,1.2,6,-4,5%,12,1,-11,0.9,-0.17
CCc1nccn1S(=O)(=O)c1ccc2ccccc2c1,x,-13,1,8%,-6,1.1,11,0.9,x
CC1Oc2ccccc2N(Cc2ccccc2Cl)C1=O (stereo not drawn),0.76,19,-2,2%,-6,1.1,61*,0.9,0.00089
COC(=O)C1C(=O)NCC1c1ccccc1 (stereo not drawn),-0.025,-5,-3,2%,-6,1.1,1,0.9,-0.00044
O=C1CC2(CCCCC2)Oc2ccc(O)cc21,1,-10,6,6%,-10,1.3,13,0.9,0.68
Cn1c(-c2ccc(F)cc2)cnc1SCC(=O)N1CCCCC1,0.0046,-4,3,5%,16,1,-6,0.9,-2.2*
CCOc1ccccc1-n1nnnc1SCC(=O)Nc1cc2oc3ccccc3c2cc1OC,-0.79,-4,4,2%,14,1,-9,0.9,-0.0022
CCC(C(=O)NC(C)CCc1ccco1)n1nc(C)n2c(cc3occc32)c1=O (stereo not drawn),0.034,-7,1,2%,12,1,-2,0.9,0.83
CCCc1cc(=O)[nH]c(/N=C(/NC(=O)C(C)N2C(=O)c3ccccc3C2=O)Nc2ccccc2)n1 (stereo not drawn),-0.25,-3,13,12%,-15,1,-19,0.9,0.23
COC(=O)c1ccc2c(=O)n(CCN3CCOCC3)c(SCC(=O)c3ccccc3)nc2c1,-0.75,-14,-4,5%,8,1.1,5,1,0.83
N#Cc1c2ncn(CC(=O)c3ccc(Br)cc3)c(=O)c2c2n1CCC2,-0.25,2,11,3%,4,1.1,-12,0.9,0.29
Cc1ccc(-c2n[nH]c(=S)n2C)cc1,-0.25,-12,6,10%,7,1.2,3,0.7,-0.65

# Look-ups from the results shown.
# SF-1 act with `CC1Oc2ccccc2N(Cc2ccccc2Cl)C1=O` (stereo not drawn) = -6
# Autofluor 339 with `N#Cc1c2ncn(CC(=O)c3ccc(Br)cc3)c(=O)c2c2n1CCC2` = 1.1
# Ecoli tolC with `O=C1CC2(CCCCC2)Oc2ccc(O)cc21` = 13

# The list continues:
SMILES,M1 agonist,RORa activator,Ec RNAP inh,NADH coupling,SF-1 act,Autofluor 339,Ecoli tolC,TNAP act mid DEA,M1 antagonist
COc1ccccc1C1=NOC(Cn2c(=O)c3c(ncn3C)n(C)c2=O)C1 (stereo not drawn),-0.068,8,8,7%,7,1,-4,1,-0.43
O=C(c1ccc(CSCc2ccccc2F)o1)N1CCN(c2ccc(N3CCOCC3)nn2)CC1,-0.87,3,2,4%[fluoresces],31,2.4*,31,0.9,-1.7*
O=C(NCc1ccco1)C12CC3CC(C1)CC(C(=O)NCc1ccco1)(C3)C2,0.019,-13,6,1%,-7,1.1,-8,1,0.31
CC(C)NC(=O)CSc1nc2ccccc2c(=O)n1CCCOC(C)C,-0.54,-2,5,9%,-16,0.87,-5,1,-1
CCOC(=O)C1=C(N)OC2=C(C(=O)CCC2)C1c1cccnc1 (stereo not drawn),-0.55,-9,-7,4%,-15,1.1,5,0.9,-0.87
CCC1Cc2c(nc3c4c(nc(N5CCOCC5)c(C#N)c24)NC(C)=N3)O1 (stereo not drawn),1,-7,5,3%[fluoresces],12,3.3*,13,0.9,-0.12
CN1CCN(CC#CCn2c3ccccc3c3ccccc32)CC1,1.3,8,7,4%,6,1.1,-2,0.9,-13*
Cc1ccccc1OCC(=O)Nc1ccccc1N1CCOCC1,1.6,-7,-10,8%,-11,1.1,37,0.9,0.13
COc1ccccc1-n1c2c(cc(C(=O)N3CCC(C)CC3)c1=O)C(=O)CC(C)(C)C2,-0.45,-11,10,1%,8,1.1,-18,0.9,-0.0065
COc1ccccc1CNC(=O)C1CC(=O)N(c2ccc(C)c(C)c2)C1 (stereo not drawn),-0.42,-7,6,6%,12,1.1,18,0.9,0
Cn1c(=O)cc(OCCCC(=O)NCc2ccccn2)c2ccccc21,2,1,19,5%,10,1,-12,1,0.15
CCCNC(=O)CSc1nnc(-c2ccco2)n1C,0.72,-12,1,7%,-1,1,-17,1,0.84
Cc1cc(Nc2ccc(Br)cc2F)n2ncnc2n1,0.25,3,-3,4%,15,1.1,9,1.1,0.079
COc1ccccc1/C=c1\sc2nc(-c3ccco3)nn2c1=O,1.5,-2,-7,7%,-5,1.2,-5,0.9,0.097
Cc1nnc2sc(-c3ccncc3)nn12,0.23,-4,10,5%,9,1.1,-27,0.9,-1.4
Cc1oc(-c2ccc(Cl)cc2)nc1CN1CCCC(C(=O)NCCCN2CCOCC2)C1 (stereo not drawn),1,-12,8,7%,28,1.1,-6,1,0.52
COc1cccc2sc(N3CCN(c4nc5ccccc5s4)CC3)nc12,0.93,-10,1,9%,14,1.1,-1,1.1,-0.47
CC(=O)c1c(COC(=O)c2ccco2)nc2ccccc2[n+]1[O-],-0.28,6,x,3%,6,1.1,32,0.9,1.1
CCSc1nnc(NC(=O)Cc2ccc(OC)c(S(=O)(=O)N3CCOCC3)c2)s1,2.1,-10,7,7%,6,1.1,-12,0.9,0.59
Cn1c(Oc2ccccc2NCc2cc(Br)ccc2O)cc(=O)n(C)c1=O,-0.048,15,5,10%,-4,1,65*,0.9,0.041
Cc1oc(/N=C/c2c(O)ccc3ccccc23)c(C#N)c1C,1.3,18,-6,0%,10,1.1,6,0.9,-0.34
O=C(Cc1cccs1)Nc1nncs1,0.59,-11,2,1%,-12,1.1,4,0.9,-1.5
CC1(C)CC(=O)C(C=NCCN2CCN(C(=O)C34CC5CC(CC(C5)C3)C4)CC2)=C(O)C1,0.33,-4,10,2%,13,1.1,5,0.8,-0.005
O=C(c1ccc(N2CCCC2=O)cc1)N1CCN(c2ccccc2)CC1,0.014,6,6,5%,6,1.1,-24,0.9,1.1
CCOC(=O)Cc1csc(NC(=O)COc2ccc(N(C)S(=O)(=O)c3cccs3)cc2)n1,6.2*,-1,9,3%,8,1.1,41,1.1,-0.69
O=S(=O)(c1ccccc1)N1CCN(Cc2cccc(Cl)c2)CC1,0.75,-27,6,6%,2,1.1,34,0.9,0.053
CNc1oc(Cc2ccccc2)nc1S(=O)(=O)c1ccc(Cl)cc1,0.54,-6,4,7%,-4,1.1,32,0.9,0.013
Cc1ccc(S(=O)(=O)N(CC(=O)NCc2ccco2)Cc2ccccc2F)cc1,-0.051,-25,6,3%,0,1,19,0.9,0.88
O=C(NCc1cccs1)C1CC(=O)N(c2ccc(F)cc2)C1 (stereo not drawn),1.3,20,-3,7%,-1,1.1,-8,0.9,0.018
CN1CCN(Cc2nc3c([nH]2)c(=O)[nH]c(=O)n3C)CC1,-0.88,20,x,7%,-6,1.1,-30,0.9,-0.47
COc1ccc(CNC(=O)c2cnc(C)cn2)c(OC)c1,1.1,-21,-13,0%,9,1.1,-7,1,0.71
C=CCn1c(SCc2nc3c(c(=O)[nH]c(=O)n3CCCC)n2CCC)nnc1-c1ccccc1,1.3,-13,6,5%,-8,1.1,16,1,-0.23
CCCCn1c(SCC(=O)NCC2CCCO2)nc2ccc(N3CCOCC3)cc2c1=O (stereo not drawn),0.66,4,-2,6%[fluoresces],-16,4.2*,-5,0.9,-0.75
CCOC(=O)c1ccccc1NCN1C(=O)CSC1=O,-0.0042,1,6,17%[fluoresces],-1,2.2*,-6,0.9,0.54
Cc1occc1C(=O)Nc1sc2c(c1C(N)=O)CCCCC2,-0.084,27,12,2%,58*,1.2,1,0.9,0.14
Cc1ccc(C)c(N(C(=O)Cn2nnc(-c3cccs3)n2)C(C(=O)NC2CC2)c2ccc(C)o2)c1 (stereo not drawn),0.58,9,5,7%,8,1.1,-5,0.9,-0.51
COC(=O)C(CC(=O)c1ccc(Br)cc1)n1ccnc1 (stereo not drawn),x,-14,11,6%,-19,1.1,5,0.8,x
C=CCn1c(SCCN2CCCCC2)nc2c1c(=O)[nH]c(=O)n2C,0.032,-9,2,4%,-34,1.1,11,1.1,-2.7*
CCOCCCNS(=O)(=O)Cc1ccccc1,-0.054,-16,8,1%,-18,1.1,-9,1,-0.57
